TRPML3 agonist = activates the human TRPML3 channel. 220,000 compounds, 0.29% hits. HEK293 TRPML3-YFP, Fluo-8 calcium fluorescence; 100% = the carbachol control signal. AID 1448. Q8TDD5. activation, % at 3 µM;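 active = activation above its plate's cutoff, the mean activation of the plate's test wells plus 3 SD, cut at about 12% in these data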;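 also: 0% = DMSO only wells and 100% = carbachol wells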
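system = HEK293 cells stably carrying human TRPML3-YFP | doses = one concentration, 3 µM nominal, 0.3% DMSO | timing = dye loading 1 h 37 °C then 30 min ambient, 125 s read | detection = Fluo-8 calcium dye fluorescence, ex 470-495, em 515-575 nm | benchmarks = high control carbachol 87 µM, low control DMSO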
TRPN1 ag = agonists of zebrafish TRPN1 channel; activation, % at 3 µM; 220,000 compounds, 0.18% hits; HEK293 zebrafish TRPN1-YFP, Fluo-8 calcium fluorescence; 100% = response to 87 µM carbachol;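 active = activation above its plate's cutoff, the mean activation of test wells on that plate plus 3 SD, cut at about 19% in these data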;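 also: 0% = DMSO alone and 100% = 87 µM carbachol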
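System: zebrafish TRPN1-YFP in HEK293 cells / Dosing: 3 µM single point / Timing: dye loading 1 h at 37 °C, then 30 min room temperature / Signal: Fluo-8 calcium fluorescence, excitation 470-495 nm, emission 515-575 nm / Read-out basis: percent activation from peak over basal fluorescence ratio, control-normalized / Control set: high carbachol 87 µM, low DMSO alone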
EBV gp42 block = blocks Epstein-Barr virus glycoprotein 42 binding. inhibition, % (tested at 21.74 µM). 220,000 compounds, 0.42% hits. Q1HVG2. Fluorescence polarization binding assay, mP read-out; in the data active = inhibition above about 50%
Target sequence (Q1HVG2 whole entry, looked up): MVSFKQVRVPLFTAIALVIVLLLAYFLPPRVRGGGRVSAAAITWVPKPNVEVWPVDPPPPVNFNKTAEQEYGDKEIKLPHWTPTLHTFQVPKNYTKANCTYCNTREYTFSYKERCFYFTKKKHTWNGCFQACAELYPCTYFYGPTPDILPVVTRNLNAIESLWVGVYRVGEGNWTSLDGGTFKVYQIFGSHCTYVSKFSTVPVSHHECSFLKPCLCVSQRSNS
TbHK1 inh = T. brucei hexokinase 1 inhibition; recombinant TbHK1, G6PDH-coupled NADH A340; inhibition, % at 10 µM; 220,000 compounds, 0.11% hits; AID 1430;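 active = inhibition of 50% or more in the single-dose primary screen; inactive = inhibition below 50%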
Cl transport mod = modulators of human KCC2 chloride dependent transport. Q9H2X9. KCC2 cells, thallium flux FluoZin-2 fluorescence. B-score of Tl+ flux slope (higher = more flux/activation; lower = inhibition) at 10 µM. 190,000 compounds, 2.2% hits. AID 1456;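 active = thallium flux slope and its plate-corrected score both differing from the plate sample mean at a set confidence after two filtering rounds, in either direction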;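 also: slope of fluorescence scaled to starting intensity during 10 to 20 s after thallium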
PPC-1+TRAIL kill = kills PPC-1 cancer cells in the presence of TRAIL; PPC-1 cells + TRAIL, ATPLite viability luminescence; cell killing (% activity), % at 4 µM; 220,000 compounds, 0.41% hits; AID 1443;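 active = cell killing above 50% in the first pass at 4 µM, then a duplicate retest at 5 µM averaging 50% or more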;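 also: plate controls were cells with TRAIL plus DMSO for no effect and medium-only wells lacking cells for full effect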
thrombin 1536 = blocks human thrombin protease activity; AID 1046; 220,000 compounds, 0.26% hits; inhibition, % at 5 µM; alpha-thrombin, Boc-VPR-AMC fluorogenic substrate cleavage;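 active = inhibition at or above 40%; inactive = inhibition below 40%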;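 also: 0% = enzyme with no compound and 100% = wells without enzyme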
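Test system: human alpha-thrombin protein / Dosing: one concentration per compound, 5 µM, with 0.2% DMSO / Medium: pH 7.5 Tris-saline with Tween 20 / Benchmarks: no-compound enzyme wells and no-enzyme blanks / Read-out basis: percent inhibition of thrombin substrate cleavage / Timing: reaction at room temperature / Measured by: fluorescence, ex 355 nm, em 460 nm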
m-calpain inh = blocks pig calpain II enzyme activity; purified calpain II, fluorogenic peptide substrate, 30 min; inhibition, % at 16 µM; AID 1236; 220,000 compounds, 0.37% hits;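 active = inhibition above about 50%, limit read from the data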
Furin inh = human furin inhibition; 220,000 compounds, 0.061% hits; purified furin, fluorogenic substrate cleavage; P09958; inhibition, % at 30 µM; in the data active = inhibition above about 25%; also: inactives centre near -15
Target sequence (P09958 108-714 limits assumed): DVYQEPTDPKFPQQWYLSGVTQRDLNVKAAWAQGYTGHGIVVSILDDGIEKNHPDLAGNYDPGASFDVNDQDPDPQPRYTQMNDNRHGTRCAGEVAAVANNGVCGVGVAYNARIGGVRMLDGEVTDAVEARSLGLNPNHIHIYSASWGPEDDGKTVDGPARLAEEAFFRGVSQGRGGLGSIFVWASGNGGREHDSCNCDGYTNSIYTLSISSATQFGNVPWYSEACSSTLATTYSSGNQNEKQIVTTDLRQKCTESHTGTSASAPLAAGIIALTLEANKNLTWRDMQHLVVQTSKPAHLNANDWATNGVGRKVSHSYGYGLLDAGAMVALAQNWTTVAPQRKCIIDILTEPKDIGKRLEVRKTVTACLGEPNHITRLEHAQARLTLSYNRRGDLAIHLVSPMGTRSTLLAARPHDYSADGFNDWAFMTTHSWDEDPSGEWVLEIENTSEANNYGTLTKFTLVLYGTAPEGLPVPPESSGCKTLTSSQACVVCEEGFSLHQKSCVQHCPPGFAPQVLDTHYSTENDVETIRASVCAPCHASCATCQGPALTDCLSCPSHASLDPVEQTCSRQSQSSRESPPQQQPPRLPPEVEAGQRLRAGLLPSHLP
An asterisk follows results filed as active; nt = no result given; [ ] = dose if it differs, or a comment.

SMILES	TRPML3 agonist	TRPN1 ag	EBV gp42 block	TbHK1 inh	Cl transport mod	PPC-1+TRAIL kill	thrombin 1536	m-calpain inh	Furin inh
COc1ccc(S(=O)(=O)N2CCC(C(=O)Nc3ccc(OC)c(OC)c3)CC2)cc1C	0.3	-1.1	nt	-3	0.067	nt	nt	nt	-27[20 µM]
c1ccc(C(c2ccccc2)c2nc(-c3cccnc3)no2)cc1	-1.0	-2.2	-11	0	nt	-6	6	33	4
Cc1ccc(NC(=S)NCCSc2ccc(Cl)cc2)c(C)c1	0.4	-1.2	-13	16	-1.9	25	0	24	-10
O=[N+]([O-])c1ccc2nc(-c3ccccc3)oc2c1	0.0	-2.0	2	-11	0.75	8	-2	-29	-19
CCOC(=O)c1c(C)n(CC(O)c2ccccc2)c2ccc(O)cc12 (stereo not drawn)	0.4	0.8	9	16	0.27	0	1	19	-4
Cc1ccc(/C=C/C(=O)OC(C)C(=O)Nc2ncc(Cl)cc2Cl)o1 (stereo not drawn)	0.7	0.1	-5	31	0.24	28	-2	5	-15
O=C(NCc1ccco1)/C(=C/c1ccco1)NC(=O)c1ccc(Br)o1	0.4	-0.1	-8	19	-0.051	19	-6	-22	2
O=C(CNc1cccc2ccccc12)N/N=C/c1ccc([N+](=O)[O-])o1	0.3	0.6	-8	-12	-0.19	31	-4	-201	1
CCOc1ncccc1C(=O)OCC(=O)NC(=O)NC(C)C	-0.4	0.2	7	-2	0.56	7	-7	-17	-19
CCCn1c(SCC(=O)Nc2cccc(S(=O)(=O)N3CCCC3)c2)n[nH]c1=O	0.7	1.5	-12	3	0.56	13	-1	-8	-23
Cc1ccc(NC(=O)OCCNC(=O)OC(C)C)cc1	0.0	-0.6	2	-7	-0.38	nt	2	-14	-40
Cc1ccc(SC(C)C(=O)NCc2ccc(F)cc2)cc1 (stereo not drawn)	-1.2	0.0	-10	5	0.02	-3	-10	33	-14
Cc1ccc(C)c(N2CCN(C(=O)C3CCN(c4nc(C)cc(C)n4)CC3)CC2)c1	-0.9	-1.8	-4	-4	0.64	7	-8	22	-26
Nc1ccc2oc3ccccc3c2c1	1.2	-0.8	2	-6	-0.62	-4	17	-1	-18
CCOC(=O)c1c(CN(CC)CC)n(C)c2cc(Br)c(O)cc12	-0.1	-1.0	-3	-11	-0.55	16	-12	-14	-7
CCOC(=O)c1[nH]ncc1[C@@H]1C[C@H]2CN(Cc3cccc(Cl)c3)C(=O)[C@]23CCCN13	0.5	1.1	-4	2	-0.45	3	-3	8	-18
O=C(CNCCC1=CCCCC1)Nc1ccccc1N1CCCCC1	-1.1	-2.8	-10	13	0.75	30	1	13	-9[20 µM]
COC(=O)Cc1ccc2c3ccccc3n(C)c2c1	0.2	-0.6	-2	-3	-1.4	6	2	29	-5[20 µM]
O=C(NC(N1CCOCC1)C(Cl)(Cl)Cl)c1cc([N+](=O)[O-])cc([N+](=O)[O-])c1 (stereo not drawn)	1.0	-0.2	-13	6	2.1	5	11	6	-20
COc1ccc(S(=O)(=O)N(C)CC(=O)N2CCOCC2)cc1Cl	0.2	-1.1	-20	1	1.3	21	-3	-11	-12[20 µM]
COc1c(C(C)C)oc2cc3oc(=O)ccc3cc12	-0.6	-2.4	-10	-4	-1.1	-8	-11	-226	-8
O=C(CN(C(=O)CSc1nc2ccccc2o1)c1ccccc1F)NC1CCCCC1	-0.1	-1.5	-7	36	-0.98	8	-10	21	-15
COc1ccc(NC(=O)C2CCCN(S(=O)(=O)c3c(C)[nH]c(=O)[nH]c3=O)C2)cc1Cl (stereo not drawn)	-0.2	0.4	-1	8	-0.72	4	-5	24	-12
Cc1ccc(-c2cc(C(=O)Nc3cnn(C(C)C)c3)no2)cc1	0.0	0.5	-7	1	3.3	12	5	-24	-8[20 µM]
Cc1cc(S(=O)(=O)N(Cc2ccc(C(C)(C)C)cc2)Cc2cccs2)ccc1-n1cnnn1	0.5	0.1	2	17	3.5	32	-8	29	13
O=C(NC1CC1)c1ccc(C2SCC(=O)N2Cc2ccccc2)cc1 (stereo not drawn)	0.5	0.0	-4	6	-2.2	0	-4	18	-14
N#Cc1nc(-c2cccs2)oc1N1CCN(c2ccccc2)CC1	-0.6	-0.5	-6	-14	-1	16	1	-23	-28[20 µM]
Cc1ccc(S(=O)(=O)N2CCOCC2)cc1C(=O)NC(=S)N(Cc1ccccc1)C(C)C	-0.1	-0.4	-3	-4	2.5	11	-1	4	-18
CCCc1nc(NC2CCCCC2)c(C#N)c2c1COC(C)(C)C2	0.3	1.4	-2	-5	nt	-2	-4	-42	-22
O=S1(=O)CC2N=C(N(Cc3ccc(F)cc3Cl)c3ccccc3F)SC2C1 (stereo not drawn)	-0.4	1.1	1	-4	-1.1	21	-11	14	-13
S=c1[nH]nc(/C=C/c2ccccc2)o1	0.9	3.5	-12	-24	nt	-2	0	-122	-24
Cc1cc(Cl)ccc1NC(=S)N(CCCN1CCOCC1)Cc1cccs1	0.8	-0.9	44	0	0.49	15	-4	-7	-18
OC[C@@H](O)[C@@H](O[C@H]1O[C@H](CO)[C@@H](O)[C@H](O)[C@H]1O)[C@H](O)[C@@H](O)CO	0.4	0.7	-5	nt	0.022	19	nt	17	nt
O=c1c2ccccc2nc(-c2ccc(Cl)cc2Cl)n1CCCn1ccnc1	0.5	-0.4	1	-3	-0.95	7	-4	-2	-31[20 µM]
COc1ccc(OC2C(=O)N(Cc3ccc4c(c3)OCO4)C2c2cccs2)cc1 (stereo not drawn)	0.8	0.1	-3	-4	-0.84	5	-3	4	-12[20 µM]
COc1ccc(NC(=O)N2CCOCC2)cc1OC	0.5	-0.5	3	2	1.3	-6	-4	17	-19[20 µM]
CC1CCCCC1NC(=O)c1ccc(S(=O)(=O)NCC2CCCO2)cc1 (stereo not drawn)	0.6	2.3	-5	6	nt	5	-10	13	1
CC1CC(C)(C)N2C(=O)C(=C(C#N)C#N)c3cccc1c32 (stereo not drawn)	0.7	-1.1	-11	-11	-1.2	2	-6	-28	-19
CN1CCc2c(OCc3ccc(F)cc3)cccc2C1=O	0.6	0.5	4	-3	-0.77	13	-5	18	-19
Cc1cccc(CSc2nnc(-c3ccco3)o2)c1	-0.3	-0.7	-13	3	-0.098	8	3	25	-20
CCCc1cc(Nc2ccccc2OCC)n2ncnc2n1	-1.4	-1.9	-16	0	-0.21	12	5	10	-14[20 µM]
CN(C)S(=O)(=O)c1cccc(NC(=O)CCc2c[nH]c3ccccc23)c1	2.2	2.9	-5	2	-1.1	18	-3	11	-19
Cc1ccc(CC(=O)Nc2ccc(OC(F)F)c(Cl)c2)cc1C	0.2	-0.1	-6	32	-0.34	11	-3	5	-5
CCc1nnc(NC(=O)CSc2nnc3scc(-c4ccc(C)cc4)n23)s1	1.1	0.3	nt	-4	nt	nt	nt	nt	-20[20 µM]
Cc1cc2n(n1)SC(Nc1cc(Cl)ccc1Cl)N2 (stereo not drawn)	0.3	0.9	-10	-12	-0.75	11	-3	0	-20[20 µM]
Cn1cnc([N+](=O)[O-])c1S(=O)(=O)c1ccc(Cl)cc1	0.8	0.5	3	-5	-0.92	2	-2	-4	-20
COc1cccc(/C=C/C2=CC(C)(C)NC(=S)N2)c1	-0.4	-1.1	-9	-1	0.045	6	0	-13	-28
CO/N=C(/CNC(=O)c1ccccc1Cl)c1ccc(Cl)cc1	-1.6	-1.7	0	-3	-0.93	22	-10	-17	-16[20 µM]
COc1ccc(C(=O)C2CCCN(Cc3cccn3-c3ccc(Cl)cn3)C2)c(OC)c1 (stereo not drawn)	1.6	2.1	7	12	-0.16	21	32	13	-11
O=Cc1ccc(-c2ccccc2OC(F)(F)F)o1	1.0	0.9	1	-6	nt	-2	-1	2	-14[20 µM]
Cc1nc2ccc(S(=O)(=O)NC(C(=O)NCc3ccco3)C(C)C)cc2s1 (stereo not drawn)	0.5	-0.6	-13	-5	-0.0026	6	-8	11	-28
CCc1ccc(N2CSC3=C(C#N)C(c4cccs4)CC(=O)N3C2)cc1 (stereo not drawn)	1.1	-0.6	-28	-3	-0.41	-25	1	5	-7
CCOc1cccc(NC(=O)/C(C#N)=C\c2cccnc2)c1	0.0	0.4	-19	-6	-0.42	5	-4	0	-20
NS(=O)(=O)c1ccc(Nc2nc(-c3ccccc3)cs2)cc1	0.3	-0.7	5	-8	-0.92	10	19	10	-11[20 µM]
Cn1c(N)c(C(=O)COc2ccc(Cl)cc2Cl)c(=O)n(C)c1=O	-0.6	1.4	-30	2	0.32	17	-9	-26	-34
CCn1cc(Br)c(C(=O)NCc2ccco2)n1	0.3	-0.6	-3	-4	1.1	7	-3	-10	-3[20 µM]
Cc1noc(C)c1C(=O)OCC(=O)NCCC1=CCCCC1	0.1	-0.2	-18	6	0.16	-18	6	9	-24
Cc1ccnc(N2CCC(C(=O)NCc3ccc(F)cc3)CC2)n1	0.5	0.6	-4	-4	nt	-4	-3	-47	-23
Cc1ccc(NC(=O)C(C)c2ccc(-c3ccccc3)c(F)c2)cc1 (stereo not drawn)	1.4	0.1	-1	2	-0.84	12	-2	-16	-12[20 µM]
CN(C)S(=O)(=O)Oc1ccsc1C(=O)Nc1cccc(Cl)c1	-0.8	0.8	8	-2	-1.2	8	-1	29	-12[20 µM]

Remaining list, next part
SMILES	TRPML3 agonist	TRPN1 ag	EBV gp42 block	TbHK1 inh	Cl transport mod	PPC-1+TRAIL kill	thrombin 1536	m-calpain inh	Furin inh
COC(=O)c1ccc(C2C(C(C)=O)=C(O)C(=O)N2CCO)cc1 (stereo not drawn)	-0.4	-0.3	2	-15	1.1	-13	-6	18	-16
CC(C(=O)NC1CCCc2ccccc21)N1CCN(Cc2ccc3c(c2)OCO3)CC1 (stereo not drawn)	1.0	0.0	27	-11	0.22	3	-4	31	-11
COc1ccc(OC)c(Nc2nc(-c3sc(NC(=O)CC(C)C)nc3C)cs2)c1	2.4	-0.6	-10	-18	0.59	4	3	1	-9[20 µM]
COc1ccc(/C(N)=N/OC(=O)Cc2ccc(C)cc2)cc1OC	-0.8	-2.0	-2	34	-0.37	10	-4	14	2
CCN(Cc1ccccc1)Cc1nnnn1Cc1ccccc1	-1.6	-3.9	-1	-4	-0.85	2	5	18	-14
Cc1occc1C(=O)n1nnc2ccccc21	1.6	-0.1	-2	4	0.93	14	-3	-10	-14[20 µM]
CC(C)(CC(=O)O)CC(=O)Nc1ccccc1Oc1ccccc1	0.9	-0.6	-4	-6	nt	3	-5	-15	-11

Full records from above. Screens in order: TRPML3 agonist, TRPN1 ag, EBV gp42 block, TbHK1 inh, Cl transport mod, PPC-1+TRAIL kill, thrombin 1536, m-calpain inh, Furin inh
Profile of CC(C(=O)NC1CCCc2ccccc21)N1CCN(Cc2ccc3c(c2)OCO3)CC1 (stereo not drawn) : 1.0, 0.0, 27, -11, 0.22, 3, -4, 31, -11
Profile of COc1ccc(OC)c(Nc2nc(-c3sc(NC(=O)CC(C)C)nc3C)cs2)c1 : 2.4, -0.6, -10, -18, 0.59, 4, 3, 1, -9[20 µM]
Profile of CC(C)(CC(=O)O)CC(=O)Nc1ccccc1Oc1ccccc1 : 0.9, -0.6, -4, -6, nt, 3, -5, -15, -11

Screens: PubChem, several laboratories
